Screening results deposited in PubChem by The Scripps Research Institute Molecular Screening Center.
PREPL inhibitor – inhibits the human prolyl oligopeptidase-like enzyme; 0.68% of 320,000 active; Q4J6C6; AID 2751; inhibition, % at 5.96 µM; recombinant PREPL, fluorescence polarization activity-based probe; in the data active means inhibition above about 43%;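 further: 0% = enzyme with DMSO and 100% = wells lacking enzyme; many of its hits are not listed in these tables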
Target sequence (Q4J6C6 whole entry, looked up): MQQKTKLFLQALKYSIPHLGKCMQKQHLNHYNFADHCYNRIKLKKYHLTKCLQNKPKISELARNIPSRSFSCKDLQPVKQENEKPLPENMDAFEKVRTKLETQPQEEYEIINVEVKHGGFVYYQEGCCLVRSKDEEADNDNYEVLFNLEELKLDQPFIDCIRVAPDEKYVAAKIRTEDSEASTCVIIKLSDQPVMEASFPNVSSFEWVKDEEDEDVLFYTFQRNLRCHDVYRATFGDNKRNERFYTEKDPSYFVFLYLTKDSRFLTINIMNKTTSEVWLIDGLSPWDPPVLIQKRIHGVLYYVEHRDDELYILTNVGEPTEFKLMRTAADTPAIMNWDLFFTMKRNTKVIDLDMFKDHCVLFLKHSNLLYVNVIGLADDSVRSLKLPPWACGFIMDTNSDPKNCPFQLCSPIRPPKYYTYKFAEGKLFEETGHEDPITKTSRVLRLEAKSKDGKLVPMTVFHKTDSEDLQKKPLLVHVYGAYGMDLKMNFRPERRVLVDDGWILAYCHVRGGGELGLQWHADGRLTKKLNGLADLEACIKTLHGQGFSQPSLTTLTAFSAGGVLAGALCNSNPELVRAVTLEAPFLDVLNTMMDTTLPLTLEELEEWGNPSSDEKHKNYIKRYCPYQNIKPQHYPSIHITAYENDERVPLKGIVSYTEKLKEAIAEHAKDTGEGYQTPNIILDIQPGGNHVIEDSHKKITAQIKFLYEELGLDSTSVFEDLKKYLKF
PAFAH2 FP inh – PAFAH2 (human) inhibition; 0.99% of 340,000 active; Q99487; inhibition, % at 3.39 µM; AID 492956; recombinant PAFAH2, FP-rhodamine activity probe, fluorescence polarization;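 active means inhibition above the mean over all tested compounds plus 3 SD, cut at about 30% in these data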;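 further: inhibitors block probe labeling of enzyme so polarization drops; 0% = enzyme with DMSO and 100% = wells lacking PAFAH2 protein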
LYPLA2 inh – LYPLA2 (human) inhibition in PME1 counter-screen; 0.38% of 320,000 active; O95372; inhibition, % at 5.9 µM; recombinant LYPLA2, FP-Rh probe fluorescence polarization;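 active means inhibition above the screen-wide mean plus 3 SD, limit set per campaign, cut at about 26% in these data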;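 further: 0% = LYPLA2 with DMSO and 100% = wells lacking LYPLA2 enzyme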
LYPLA1 inh – LYPLA1 (human) inhibition in PME1 counter-screen; O75608; recombinant LYPLA1, FP-Rh probe fluorescence polarization; inhibition, % at 5.9 µM; 0.16% of 320,000 active;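 active means inhibition above the mean of all tested compounds plus 3 SD, set per campaign, cut at about 14% in these data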;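 further: inhibitors block serine hydrolase probe labeling of LYPLA1 so polarization falls; 0% = enzyme with DMSO and 100% = wells lacking LYPLA1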
Target sequence (O75608 whole entry, looked up): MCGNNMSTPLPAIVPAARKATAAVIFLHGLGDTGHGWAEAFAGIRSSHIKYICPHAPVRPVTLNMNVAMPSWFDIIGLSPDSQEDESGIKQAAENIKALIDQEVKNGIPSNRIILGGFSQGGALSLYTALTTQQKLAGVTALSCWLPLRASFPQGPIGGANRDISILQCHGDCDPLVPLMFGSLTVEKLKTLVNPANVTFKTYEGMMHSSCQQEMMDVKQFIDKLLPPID
EBNA-1 inhibitor – blocks EBNA-1 binding to DNA. EBNA-1 DNA binding, fluorescence polarization. inhibition, % at 14.8 µM. 0.34% of 300,000 active; in the data active means inhibition above about 28%
PAFAH1B3 FP inh – inhibitors of human PAFAH1B3 | recombinant PAFAH1B3, FP-rhodamine probe, fluorescence polarization | Q15102 | inhibition, % at 3.39 µM | AID 492972 | 0.28% of 340,000 active;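 active means inhibition above the screen-wide average of all tested compounds plus 3 SD, cut at about 25% in these data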;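 further: 0% = enzyme with DMSO only and 100% = wells lacking PAFAH1B3 protein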
ZTA counter – blocks Epstein-Barr virus ZTA, an EBNA-1 counter-screen | P03206 | ZTA-DNA binding, fluorescence polarization | inhibition, % at 11 µM | 0.15% of 320,000 active; in the data active means inhibition above about 33%
GSTO1 inh – GSTO1 inhibition, counter-screen for RBBP9 inhibitors; P78417; 1.1% of 300,000 active; recombinant GSTO1, activity-based probe fluorescence polarization; inhibition, % at 5.96 µM;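 active means inhibition above the campaign mean inhibition plus 3 SD, cut at about 35% in these data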;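 further: 0% = GSTO1-1 with DMSO and 100% = wells lacking GSTO1-1 enzyme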
PAD4 FP inh – inhibitors of human PAD4. Q9UM07. recombinant PAD4, RCA probe fluorescence polarization. inhibition, % at 6.36 µM. 0.41% of 330,000 active. AID 485272;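 active means percent inhibition above a cutoff equal to the mean of all tested compounds plus 3 SD, cut at about 15% in these data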;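 further: 0% = PAD4 with RCA probe and DMSO and 100% = probe without PAD4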
Numbers without * were called inactive; / = not tested or not shown. Only part of the results is shown, so the mix of outcomes need not match the whole.

SMILES	PREPL inhibitor	PAFAH2 FP inh	LYPLA2 inh	LYPLA1 inh	EBNA-1 inhibitor	PAFAH1B3 FP inh	ZTA counter	GSTO1 inh	PAD4 FP inh
CCC1(c2ccc(F)cc2)NC(=O)N(CC(=O)N(C)C2CCS(=O)(=O)C2)C1=O (stereo not drawn)	5	4	0	-2	4	1	-3	-1	0
CCCNC(=O)c1ccc2c(=O)c(O)c(-c3ccc(Cl)c([N+](=O)[O-])c3)[nH]c2c1	14	43*	-5	-19	7	50*	18	8	-2
COc1ccccc1NC(=O)CN(Cc1ccco1)C(=O)c1cccs1	3	11	0	2	7	6	-3	2	2
CCCCNC(=O)CC1SC(=NCC)N(CC)C1=O (stereo not drawn)	3	0	-1	-2	9	3	0	1	0
OCCn1c(C(F)(F)F)nc2ccccc21	8	3	-2	0	2	7	-5	4	4
CCn1cc(S(=O)(=O)c2ccc(C)cc2)c(=O)c2cc(OC)ccc21	16	3	5	1	2	7	-20	4	-6
CCOC(=O)c1ccccc1NC(=O)COC(=O)CC1CCCCC1	-1	1	2	1	2	2	8	0	3
CC1=C(C(=O)NC(C)c2ccc3c(c2)OCCO3)C2(CCC(C)CC2)OC1=O (stereo not drawn)	-1	6	2	0	-1	2	8	-2	-3
CCOC(=O)c1nc(C)[nH]c1C(=O)OCC	2	0	9	-2	-7	18	-15	-4	0
Cc1nc(SCC(=O)N2CCOCC2)c2c(=O)n(C)c(=O)n(C)c2n1	5	1	7	-1	4	-6	-7	3	-2
Clc1ccc(-c2nnc(-c3ccco3)o2)cc1	17	-6	-8	-3	1	-5	-6	3	-4
N#Cc1ccc(OCC(=O)NCCc2ccccn2)cc1	0	-3	3	0	-3	8	5	2	-1
N#CC(=C1Nc2ccccc2N1)S(=O)(=O)c1ccccc1	4	4	-11	-2	-4	4	7	6	-3
Cc1cc(OCc2nc(-c3cccnc3)no2)c(C)cc1Br	2	11	-1	10	4	2	4	7	2
Cc1ccc(N=Cc2c(O)n(-c3cc(Cl)ccc3N3CCOCC3)c(=O)c3ccccc23)cc1C	2	-4	-3	-3	9	6	-10	-3	-3
Cc1ccc(Oc2ccccc2/C=C/C(=O)O)cc1	1	8	5	0	4	2	7	-2	-1
CCc1ccc(/C=C2/Sc3ccccc3N(CC(=O)NCCCOC)C2=O)cc1	16	/	-9	-1	-1	/	-7	10	1
O=C(NCc1ccccc1)C1=C[C@H](c2ccccc2)C[C@H](OCc2ccc(CO)cc2)O1	3	1	-7	-7	0	-2	-13	-3	-2
CCOC(=O)c1ccc(N2CN=C3SCC(=O)N3C2)cc1	7	1	3	-4	9	2	5	9	-3
CC(C)=CCC/C(C)=C/C(=O)O	6	4	0	0	1	2	-5	2	2
CC(C)CCn1cnc2c(cnn2-c2ccc(F)cc2)c1=O	9	3	-9	-7	-8	3	12	2	4
NC(=O)C1CCN(C(=O)c2ccc3c(=O)n(Cc4ccco4)c(SCc4ccc([N+](=O)[O-])cc4)nc3c2)CC1	38	13	1	-2	2	-1	12	-9	-3
Cc1cc(NC(=O)c2cccnc2Cl)ccc1NC(=O)c1cc2ccccc2o1	1	-8	0	0	-7	4	5	-11	-3
Oc1ccccc1N1CCN(c2ncccn2)CC1	11	1	-3	-6	9	8	-5	0	-3
O=C(CCCSc1nc2ccccc2[nH]1)NCc1ccccc1	3	-4	-4	1	-2	4	11	6	-2
COc1cccc(CNC(=O)c2ccc(COc3ccccc3)cc2)c1	-15	-4	3	0	1	7	5	-3	-4
COC(=O)c1cc2sc(Cl)cc2n1Cc1nc(-c2ccccc2)oc1C	-1	1	-1	1	7	5	8	-2	3
Cc1cc(-c2nn(-c3ccccc3F)cc2CN(C)CC(O)CO)c(C)s1 (stereo not drawn)	18	2	-2	3	-3	6	6	3	1
CN(Cc1cnn(C)c1)C(=O)c1ccc(OC2CCN(CCc3ccccc3)CC2)cc1	15	3	7	2	2	-6	-5	2	3
Cn1nc(C(F)(F)F)c(C(=O)Nc2cccc(Cl)c2)c1Cl	18	-5	10	-1	-4	6	-10	0	1
N=c1sccn1CC(=O)Nc1ccccc1Cc1ccccc1	-1	2	3	-1	-6	3	-14	29	-2
CN(Cc1ccccc1F)C(=O)c1ccc(Oc2ccccc2)cc1	16	5	6	4	5	5	1	9	-3
Cc1ccc(S(=O)(=O)NCc2ccc(C(=O)NC3CCC(O)CC3)cc2)cc1C (stereo not drawn)	6	2	0	1	/	5	7	/	0
O=C(NNC1=C(C(=O)C(F)(F)F)CCC1)c1cccc(O)c1	5	8	3	-3	-3	10	-1	18	-3
O=C(Nc1ccc(N2CCOCC2)cc1)c1ccc2c(c1)OCO2	5	3	1	3	-15	7	10	-3	-4
COC(=O)c1ccccc1C(=O)N1CCCC(C(=O)c2ccc(OC)c(OC)c2)C1 (stereo not drawn)	2	-2	1	5	6	2	17	-4	-6
CCCc1nnc(NC(=O)C2CCN(C(=O)c3ccco3)CC2)s1	-3	-10	11	5	-7	3	-26	1	2
Cn1c(N/N=C/c2cccs2)nc2c1c(=O)n(Cc1ccccc1)c(=O)n2C	15	-4	-8	-1	-9	11	8	0	1
Cc1ccnc2nc(C(=O)N3CCN(c4ccc(F)cc4)CC3)nn12	25	-3	-6	0	-9	4	2	2	-7
Cc1ccc(NC(=O)c2ccccn2)cc1S(=O)(=O)N1CCOCC1	9	2	0	-1	-6	8	-1	12	-1
CC(NC(=O)c1cc2ccccc2o1)C(=O)O (stereo not drawn)	23	12	-8	2	-3	-2	7	-1	1
CCN(C(=O)c1ccco1)c1nc(CC(=O)Nc2ccc(Cl)cc2)cs1	3	6	5	-1	-1	3	-6	-1	-1
COc1ccc(CC(=O)NC2CC(C)(C)NC(C)(C)C2)cc1	-3	-2	-2	1	-4	3	-8	-7	-3
COc1ccccc1N1CCN(S(=O)(=O)c2ccc3c(c2)NC(=O)CS3)CC1	18	2	7	0	2	11	-11	15	-8
CCn1c(/C=N/n2cnnc2)nc2ccccc21	-2	3	-3	2	-9	12	-1	5	3
COc1ccc(NC(=O)CCN2CCN(S(=O)(=O)c3ccc(Cl)cc3)CC2)cc1	20	6	3	3	-13	-2	-9	6	-1
O=c1c(Cc2ccc(Cl)cc2)c(O)ccn1Cc1cccs1	-3	0	4	3	0	5	10	5	0
O=C(c1cn2ccccc2n1)N1CCc2c([nH]c3ccccc23)C1c1ccccn1 (stereo not drawn)	1	0	-2	-2	3	5	6	-4	0
Cc1ccc(-c2nnn(CC(=O)N(CC(=O)NC3CCCC3)c3cccc(F)c3)n2)o1	1	-3	-6	0	7	5	-4	-2	-2
Cc1ccc(OC(=O)CCC(=O)NC(C)c2ccccc2)cc1 (stereo not drawn)	8	-2	3	0	7	4	-4	-2	-1
Cc1nc2ccc(NC(=O)c3cncc(Br)c3)cc2s1	-4	-8	-1	-3	11	8	10	0	3
CCOc1ccc(C(=O)NC(=S)Nc2ccc(N3CCOCC3)c(Cl)c2)cc1[N+](=O)[O-]	8	-9	27*	20*	7	5	-3	9	1
CN(C)CC/C=C1/c2ccccc2COc2ccccc21	-19	/	4	4	6	/	-3	3	-1
CN(C)S(=O)(=O)c1cccc(NC(=S)NNC(=O)c2cc3ccccc3cc2O)c1	-14	15	-3	-8	/	7	-5	/	-2
CCOc1ccc(OCC)c(S(=O)(=O)NCc2cccnc2)c1	9	1	-7	0	-20	5	-2	1	-2
O=C(NCCOc1nc(N2CCCCC2)nc(N2CCOCC2)n1)Nc1ccccc1	7	0	-3	1	2	1	5	1	2
CCOCc1nnc(NC(=O)c2cccc(OC)c2)s1	7	13	2	1	-6	11	16	-10	0
Cc1ccc(C)c(NS(=O)(=O)c2ccc(NC(=O)c3ccco3)cc2)c1	5	-16	-11	0	19	-7	0	-6	2
COc1cc(/C=N/Nc2ccc(Cl)nn2)cc(OC)c1O	0	8	0	-3	3	4	-5	16	4
O=C(CN(C(=O)CNC(=O)c1ccco1)c1ccc2c(c1)OCCO2)NC1CCCC1	22	2	5	6	8	4	3	-1	3
(listing goes on)
SMILES	PREPL inhibitor	PAFAH2 FP inh	LYPLA2 inh	LYPLA1 inh	EBNA-1 inhibitor	PAFAH1B3 FP inh	ZTA counter	GSTO1 inh	PAD4 FP inh
N#CC1(c2c(O)nc3n(c2=O)CCCS3)CCCCC1	9	3	-7	-3	-22	7	-1	6	-3
COc1ccc(S(=O)(=O)Nc2cccc(-c3ccc4nncn4n3)c2)c(OC)c1	-11	0	-3	-3	1	4	7	1	1
COc1ccccc1CNC(=O)CN1C(=O)c2ccccc2S1(=O)=O	0	2	-1	1	-6	4	-2	6	-2
C=CCNC(=O)CSc1nc2sc3c(c2c(=O)n1CCC)CCC3	-3	-1	-2	-3	3	5	1	3	0
CCCCc1nc(Cl)c(CO)n1Cc1ccc(-c2ccccc2-c2nnn[nH]2)cc1	2	5	2	1	3	1	1	12	-2
CC1CCN(S(=O)(=O)c2ccc(NC(=O)c3cccs3)cc2)CC1	5	-15	-24	-13	0	-2	0	-9	0
CCOC(=O)NC1Cc2ccccc2C1Sc1ccccn1 (stereo not drawn)	4	-4	8	-2	-3	6	-4	6	-12
NC(=O)c1ccccc1NC(=O)CN1CCOCC1	19	0	0	-2	2	-3	-18	1	2
C=CC[N+]1(CC#CCOC(c2ccccc2)c2ccccc2)CCOCC1	16	-6	-1	1	1	-4	-4	3	-2
CCS(=O)(=O)N1CCN(c2ccc([N+](=O)[O-])c(NC(C)c3ccccc3)c2)CC1 (stereo not drawn)	-7	-5	2	-1	-7	4	-3	7	0
COC(=O)COc1cccc2c(=O)n(CC(=O)N3CCCCC3)ccc12	14	0	3	0	-2	-1	-18	8	5
CC(C)CCNC(=O)C(Cc1ccccc1)NS(=O)(=O)c1ccc2c(c1)c(=O)n(C)c(=O)n2C (stereo not drawn)	10	7	6	2	12	9	15	0	0
CCOC(=O)c1c(C)c(C(=O)Nc2ccc3c(c2)OCCO3)c(C)n1CC	5	10	2	0	-2	6	-9	0	-3
O=C(COC(=O)c1ccc(O)cc1)Nc1ccc(Cl)cc1	-6	/	-1	-2	-7	/	13	5	-9
N[C@@H](Cc1cc(I)c(O)c(I)c1)C(=O)O	26	54*	4	2	0	17	-2	1	-1
Cc1cccn2c(=O)nc(SCC(=O)NC3CCCC3)nc12	0	-2	1	4	-4	-1	-14	-2	-2
CC(=O)Nc1ccc(NC(=O)C2CCN(S(=O)(=O)c3cccc4nonc34)CC2)cc1	-7	4	-8	-2	-11	4	-10	-8	-8
Cc1ccc(C(=O)N=c2sccn2C)cc1C	0	3	6	2	2	4	-9	4	0
C[C@H](CO)N1C[C@H](C)[C@@H](CN(C)C(=O)Nc2ccc(C(F)(F)F)cc2)Oc2c(NC(=O)C3CCCCC3)cccc2C1=O	10	1	/	/	/	8	/	/	1
NNC(=O)c1nc(-c2ccccc2)n2c1CCCCC2	10	-6	-1	-7	0	-1	-6	10	-1
CCc1cc2c(NCC3CCCO3)nc(C)nc2s1 (stereo not drawn)	-2	3	1	2	-3	-4	-12	9	-2
O=C(CCS(=O)(=O)c1ccccc1)Nc1ccc(-c2nc3ccccc3s2)c(O)c1	3	3	-3	2	-9	3	5	-6	1

Retrieved by compound from the entries so far:
SMILES	PREPL inhibitor	PAFAH2 FP inh	LYPLA2 inh	LYPLA1 inh	EBNA-1 inhibitor	PAFAH1B3 FP inh	ZTA counter	GSTO1 inh	PAD4 FP inh
NC(=O)c1ccccc1NC(=O)CN1CCOCC1	19	0	0	-2	2	-3	-18	1	2
N[C@@H](Cc1cc(I)c(O)c(I)c1)C(=O)O	26	54*	4	2	0	17	-2	1	-1
O=C(COC(=O)c1ccc(O)cc1)Nc1ccc(Cl)cc1	-6	/	-1	-2	-7	/	13	5	-9
